High-throughput results as filed in PubChem BioAssay.
D1 agonist: Allosteric Agonists of the Human D1 Dopamine Receptor: qHTS | HEK293 T-REx D1 cells, calcium flux, agonist mode | 360,000 tested, 1% active | AID 504660, 2011 | activation, % at 2 µM; in the data active = activation above about 30%; also: 0% is about no effect
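Agonism was scored from calcium flux recorded over 180 s (1 read/s) after pintool compound addition, following a 10-cycle baseline. Cells were inducible force-coupled HEK293 TREx D1, plated overnight at 30 C and loaded with no-wash calcium dye.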
Glioma ERSR ind: qHTS for Inducers of the Endoplasmic Reticulum Stress Response (ERSR) in Human Glioma: qHTS; Potency, µM, inactives show at the highest dose activation, usual class: activators; 420,000 tested, 0.02% active; U87-MG GRP78 promoter luciferase reporter, 16 h; also: potency is read from the fitted curve at half-maximal effect; series mostly up to about 76 µM; % of control where 0% means no effect; nearly all actives have a fitted effect of over 35% in size
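ERSR induction read as luciferase luminescence (Bright-Glo, 10 min at room temperature) in stably transfected human U87-MG glioma cells exposed to compounds for 16 h, using GRP78 as sensor.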
RXFP1 antagonist: qHTS Assay for Antagonists of the Relaxin Receptor RXFP1 | AID 1259400, 2018 | 350,000 tested, 0.59% active | HEK293-RXFP1, relaxin-stimulated cAMP HTRF, 30 min; hits give low values | activity change, negative = inhibition, % at 57.5 µM;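 active = activity change of -60% or lower, but not beyond a set lower limit; inconclusive = change between -60% and -40%, or beyond the set limit; inactive = change above -40%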; also: % is scaled to controls: 0 for no effect and ±100 for the full control effect
D1 antag: Antagonist of Human D 1 Dopamine Receptor: qHTS; HEK293 TREx D1 cells, calcium flux, dopamine EC80; hits give low values; activity change, negative = inhibition, % at 10 µM; 360,000 tested, 3.2% active; AID 504652, 2011; in the data active = activity change below about -30%; also: % is scaled to controls: 0 for no effect and ±100 for the full control effect
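Compound effects on dopamine-evoked calcium signalling were measured in tetracycline-induced HEK293 Trex D1 cells. Dopamine at EC80 followed a 180 s compound pre-read, and fluorescence was tracked kinetically for 180 s more.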
RXFP1 agonist: qHTS Assay for Agonists of the Relaxin Receptor RXFP1; HEK293T-RXFP1 cAMP TR-FRET, 30 min; response scale: percent of porcine relaxin response, buffer zero; Potency, µM (titrated, usually from 57.5 µM), without a hit: at the top dose activation, actives largely listed as activators; AID 2676, 2010; 370,000 tested, 0.3% active; also: potency is read from the fitted curve at half-maximal effect; % is scaled to controls: 0 for no effect and ±100 for the full control effect; nearly all actives have a fitted effect of over 60% in size; many of its hits are not listed in these tables
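cAMP rise read by TR-FRET after 30 min, 37C compound exposure (up to 58 uM) in RXFP1-transfected HEK293 cells with Ro 20174 present. EC50 from Hill-equation fits, with 29 nM porcine relaxin as 100% and buffer as basal.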
Vif-APOBEC3F blk: qHTS for Inhibitors of Vif-A3F Interactions: qHTS | Potency, µM (doses to about 46.1 µM), for the others: at the highest dose activity, negative = active | HeLa A3F-eYFP + Vif (tagged APOBEC3F with the HIV-1 protein that degrades it), YFP fluorescence increase | 390,000 tested, 0.2% active; also: potency is read from the fitted curve at half-maximal effect; % of control where 0% means no effect; nearly all actives have a fitted effect of over 65% in size
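Fluorescence increase (Ex 488/Em 500-530) after overnight compound treatment at 37 deg C flags inhibition of Vif-driven A3F-eYFP loss in stable HeLa A3F-eYFP/Vif cells seeded overnight beforehand.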
D2 potentiator: HTS Assay for Positive Allosteric Modulators of the Human D2 Dopamine Receptor: Primary Screen for Potentiators; HEK293 T-REx D2, calcium flux, EC20 dopamine potentiation; potentiation, % at 10 µM; D(2) dopamine receptor (Homo sapiens), P14416; 340,000 tested, 0.34% active;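 active = potentiation over 3 SD above the plate norm, cut at about 30% in these data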; also: 0% is about no effect
Target sequence (P14416 whole entry, looked up): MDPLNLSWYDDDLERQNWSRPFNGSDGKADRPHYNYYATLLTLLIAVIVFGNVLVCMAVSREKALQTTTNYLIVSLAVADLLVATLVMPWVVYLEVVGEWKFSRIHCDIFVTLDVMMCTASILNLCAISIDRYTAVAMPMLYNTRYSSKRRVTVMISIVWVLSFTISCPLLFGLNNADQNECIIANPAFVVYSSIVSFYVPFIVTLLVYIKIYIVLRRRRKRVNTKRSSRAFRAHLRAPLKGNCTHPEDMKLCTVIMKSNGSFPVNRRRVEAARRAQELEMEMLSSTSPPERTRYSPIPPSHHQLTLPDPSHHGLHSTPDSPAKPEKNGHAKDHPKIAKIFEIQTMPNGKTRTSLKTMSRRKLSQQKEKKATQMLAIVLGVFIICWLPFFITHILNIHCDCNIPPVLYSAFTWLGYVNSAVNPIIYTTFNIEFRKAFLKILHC
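Using a no-wash calcium dye in inducible, force-coupled HEK293 Trex cells expressing D2, we tracked fluorescence each second for 180 s after compound, then for 180 s after EC20 dopamine to detect augmented signalling.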
D1 PAM: Potentiators of Human D1 Dopamine Receptor: qHTS; D(1A) dopamine receptor (Homo sapiens), P21728; 360,000 tested, 0.036% active; HEK293 TREx D1 cells, calcium flux, dopamine EC20 potentiation; potentiation, % at 10 µM; in the data active = potentiation above about 30%; also: 0% is about no effect
Vif-A3G inh: qHTS for Inhibitors of Vif-A3G Interactions: qHTS; HeLa A3G-eYFP + Vif (tagged APOBEC3G with the HIV-1 protein that degrades it), YFP fluorescence, overnight; AID 602310, 2012; 410,000 tested, 0.076% active; Potency, µM (highest dose often 46.1 µM), for the others: at the highest dose activity, negative = active, actives largely listed as inhibitors;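 also: potency is read from the fitted curve at half-maximal effect; % is scaled to controls: 0 for no effect and ±100 for the full control effect; nearly all actives have a fitted effect of over 60% in size; hits raise eYFP signal because A3G escapes Vif-driven loss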
Target sequence (Q9HC16 whole entry, looked up): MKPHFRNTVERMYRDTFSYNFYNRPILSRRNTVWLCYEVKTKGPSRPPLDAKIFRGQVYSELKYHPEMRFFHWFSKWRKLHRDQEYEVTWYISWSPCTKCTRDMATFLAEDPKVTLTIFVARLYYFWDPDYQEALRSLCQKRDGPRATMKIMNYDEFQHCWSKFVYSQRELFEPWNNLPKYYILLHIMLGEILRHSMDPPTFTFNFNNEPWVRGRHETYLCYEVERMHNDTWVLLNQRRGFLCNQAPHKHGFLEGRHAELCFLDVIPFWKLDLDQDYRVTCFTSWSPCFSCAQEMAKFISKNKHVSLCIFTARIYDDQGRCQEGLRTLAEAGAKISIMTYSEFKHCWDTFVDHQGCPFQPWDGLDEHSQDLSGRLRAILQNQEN
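HeLa cells stably expressing Vif and C-terminally eYFP-tagged A3G, seeded overnight at 37 deg C, then exposed to compound by pintool overnight at 37 deg C. Rise in yellow fluorescence (Ex 488/Em 500-530, Acumen) marks blocked Vif-driven A3G degradation.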
* hit, by the source's call; u = inconclusive; x = no result given; & = joins results of further samples. Unless noted, calls follow the shape of the dose curve; as a rule, active = well fitted curve in the direction sought with a large enough effect; inconclusive = small, poorly fitted or top-dose-only effect, or another doubt; inactive = no such curve, though single readings can be large; an effect the other way counts as inactive or inconclusive.

smiles	D1 PAM	D1 antag	RXFP1 agonist	RXFP1 antagonist	Vif-APOBEC3F blk	Glioma ERSR ind	D1 agonist	D2 potentiator	Vif-A3G inh
COc1ccc(-c2noc(C3CCCN(C(=O)c4cccc(F)c4)C3)n2)cc1 (stereo not drawn)	-22	-18	0.2%	-3	14%	0%	6	7	2%
O=C(CCCn1c(=O)[nH]c2ccsc2c1=O)N1CCN(c2ccccn2)CC1	-1	-6	7.1%	-1	0%	-2%	0	-2	1%
Cc1cnc(CNC(=O)C2CCC(=O)N(Cc3ccc(Cl)cc3)C2)[nH]1 (stereo not drawn)	1	36	0.0%	-1	9%	1%	4	6	1%
Cc1ccc(OCCC(=O)OCC(=O)N2CCN(S(=O)(=O)c3ccc(Cl)cc3)CC2)cc1	9	1	0.6%	7	2%	-4%	0	10	-3%
O=C(NC1(C(=O)NC2CCCC2)CCCCC1)c1ccc2c(c1)OCO2	-4	-4	0.9%	2	0%	-5%	1	6	1%
COc1cc2[nH]c(=S)nc(NCCc3ccc(S(N)(=O)=O)cc3)c2cc1OC	-7	-20	u	3	-20%	-6%	6	-7	-6%
CC(C)CCN1CCN(C2CCN(c3ccc4c(c3)OCO4)CC2)CC1CCO (stereo not drawn)	3	12	-1.0%	-5	-2%	-4%	0	-7	4%
CCC1=C2CC[C@H]3C(=O)NC(=O)[C@H]3[C@H]2[C@@]2(Cc3ccccc3)C(=NCC(=O)OC)OC(=O)N2C1=O	-4	3	-0.6%	x	0%	2%	0	12	5%
Cc1nc2c(C)cccn2c(=O)c1NC(=O)COc1ccccc1	0	-5	2.8%	3	-6%	-1%	2	-6	1%
COc1c(C(=O)Nc2ccc(Cc3ccncc3)cc2)ccc2ccccc12	-11	-17	-0.3%	x	8%	-2%	9	15	-7%
Clc1ncccc1-c1nnn(-c2ccccc2)n1	-3	-2	-1.5%	x	-2%	-4%	0	0	2%
O=C(O)c1cccc(-n2cccc2/C=C2/NC(=O)N(c3cccc(Cl)c3)C2=O)c1	-4	-9	1.2%	-6	-1%	-2%	3	-3	-5%
COc1ccc(NC(=O)c2ccccn2)cc1S(=O)(=O)N1CCOCC1	5	-10	0.9%	12	7%	-4%	0	-1	-1%
COc1ccc(CCn2c(C)cc(C(=O)CSc3nnnn3-c3ccccc3)c2C)cc1OC	-5	5	2.0%	-4	-8%	-3%	2	-4	2%
COc1ccc(-c2cc(C(=O)N3CCN(S(=O)(=O)c4ccccc4)CC3)[nH]n2)cc1	0	17	-1.4%	-14	4%	-6%	3	12	1%
COc1cc(NS(=O)(=O)c2ccc(NC(=S)NC(=O)CC(C)C)cc2)nc(OC)n1	-5	-24	0.4%	-1	0%	-3%	-1	-3	-7%
O=C(CSc1ncc(S(=O)(=O)c2ccc(Br)cc2)c(=O)[nH]1)Nc1ccc2c(c1)OCCO2	-2	8	-0.5%	x	-1%	-3%	-1	1	0%
COc1ccc(NC(C)=O)cc1NS(=O)(=O)c1cn(C)c(=O)n(C)c1=O	-5	-12	3.6%	0	-1%	1%	5	0	3%
O=C1CCCN1CCCNC(=S)Nc1ccc(F)c(Cl)c1	-5	-6	1.4%	1	-20%	-2%	16	2	0%
COc1ccc2c(c1)OC[C@H]1[C@H]2N2C(=O)c3cc(OC)c(OC)cc3NC(=O)[C@@]2(C)[C@H]1c1ccccc1	2	-5	0.7%	x	-2%	-6%	9	6	-29%
Cc1cc(=O)n(CC(=O)NC(C)c2ccccc2)c2c1c(C)nn2-c1cccc(F)c1 (stereo not drawn)	-2	12	-0.4%	8	-2%	-1%	3	-3	-4%
COc1ccc(CCNC(=O)c2cnc(C)cn2)cc1	-9	-1	1.2%	-6	-7%	-3%	4	2	-2%
Cc1ccc(-c2cc(C(=O)OC3CCOC3=O)c3ccccc3n2)c(C)c1 (stereo not drawn)	16	8	3.2%	-10	7%	-2%	1	14	0%
C=CCN(c1ccccc1)S(=O)(=O)c1c(C)[nH]c(=O)[nH]c1=O	0	-3	0.7%	-9	12%	-3%	1	6	2%
O=[N+]([O-])c1ccc(N2CCN(S(=O)(=O)c3ccc4ccccc4c3)CC2)cc1NCC1CCCO1 (stereo not drawn)	1	-8	2.7%	8	9%	-3%	2	10	-5%
NC(=O)c1ccc[n+](Cc2ccc(-c3ccccc3)cc2)c1	10	-9	-0.1%	-15	-24%	-4%	2	6	3%
O=C(CCCn1c2ccccc2c(=O)c2ccccc21)Nc1cccc(Cl)c1	-1	-16	9.2%	-14	2%	-6%	4	-7	-12%
O=C(O)CC(c1cccc(C(F)(F)F)c1)N1CCS(=O)(=O)CC1 (stereo not drawn)	-4	-35*	2.2%	10	-16%	-6%	-1	2	0%
NNC(=O)CSc1cccc2cccnc12	3	9	1.8%	-11	-8%	-5%	1	-1	-2%
Cc1ccc(S(=O)(=O)N2CCN(CC3CC4C=CC3C4)CC2)cc1 (stereo not drawn)	-7	3	0.7%	-18	5%	-4%	0	x	0%
Cc1ccc(OCCCNCCO)c(Br)c1	-7	-2	2.7%	1	0%	0%	9	-14	4%
CC(c1ccccc1)C1CC(=O)N(c2ccccc2)C1=O (stereo not drawn)	3	3	-1.6%	15	3%	-2%	-3	-4	1%
COc1ccc(CCNC(=O)C2c3ccccc3C(=O)N2Cc2ccccc2)cc1OC (stereo not drawn)	-3	8	-5.2%	0	-1%	-2%	-4	-13	0%
CCN(Cc1ccccc1)C(=O)c1cn(-c2cccc(OC)c2)c(=O)c2ccccc12	2	-4	0.8%	-11	5%	-1%	0	5	-2%
O=C(c1ccccc1)c1ccc(N2CCNCC2)cc1	-16	-74*	0.8%	x	x	x	7	-6	x
COc1ccc(-c2nnc(SCc3nnc(-c4ccc(Cl)cc4)o3)n2-c2ccccc2)cc1	-1	6	-0.3%	12	-4%	1%	1	3	0%
CCCCN(C(=O)c1cccc(S(=O)(=O)N(CC)c2ccccc2)c1)c1c(N)n(CC(C)C)c(=O)[nH]c1=O	x	x	x	-4	-4%	-1%	x	x	-2%
CCn1c2ccccc2c2cc(NC(=O)CSc3nnc(C4CC4)n3Cc3ccco3)ccc21	5	23	-0.9%	2	-12%	-1%	0	-1	-1%
CCN(CC)C(=O)Oc1ccc2oc(=O)cc(-c3cc4cccc(OC)c4o3)c2c1	-2	5	2.9%	13	-11%	-5%	2	-1	-2%
CC1C(=O)N(Cc2cn(CCC3OCCO3)nn2)CCS(=O)(=O)N1Cc1ccc(-c2ccc(Cl)cc2)cc1 (stereo not drawn)	x	x	x	-5	-5%	5%	x	x	-11%
O=C(NC(=S)Nc1cccc2c(O)cccc12)c1ccccc1[N+](=O)[O-]	0	2	2.4%	10	0%	-5%	0	-2	-3%
COc1cc2c(cc1NC(C)=O)CCCC2	-1	-12	1.7%	-1	-14%	2%	-1	-6	0%
O=C1CCCC(=O)N1c1ccc(F)cc1	5	4	-2.3%	-11	0%	-1%	2	-8	2%
N#Cc1nc(N2CCCCC2)nc(N2CCOCC2)n1	-2	-9	3.5%	-4	1%	1%&-3%	-1	17	-9%&5%
O=C1CN(S(=O)(=O)c2ccc(F)cc2)CC(=O)N1CCc1ccccc1	-2	-3	1.1%	x	x	x	1	12	x

Records listed so far that bear a hit mark in D1 antag.
smiles,D1 PAM,D1 antag,RXFP1 agonist,RXFP1 antagonist,Glioma ERSR ind,D1 agonist,D2 potentiator
O=C(O)CC(c1cccc(C(F)(F)F)c1)N1CCS(=O)(=O)CC1 (stereo not drawn),-4,-35*,2.2%,10,-6%,-1,2
O=C(c1ccccc1)c1ccc(N2CCNCC2)cc1,-16,-74*,0.8%,x,x,7,-6

Next part:
smiles	D1 PAM	D1 antag	RXFP1 agonist	RXFP1 antagonist	Vif-APOBEC3F blk	Glioma ERSR ind	D1 agonist	D2 potentiator	Vif-A3G inh
CC1Cc2ccccc2N1C(=O)CSc1nn2c(=O)c(C(C)(C)C)nnc2s1 (stereo not drawn)	-3	-18	3.7%	2	11%	-3%	-4	2	-28%
Cc1cccc(NC(=O)CSc2nccn2-c2cccc(Cl)c2)c1C	-5	0	0.5%	1	13%	-3%	1	x	4%
CC(=O)N/C(=C/C(C)C)c1ccccc1	-3	x	-0.1%	x	-1%	-1%	1	-7	-2%
CCN(c1ccccc1)S(=O)(=O)c1cc(C(=O)Nc2ccccc2Cl)ccc1F	1	8	3.0%	4	-26%	-5%	11	13	-9%
CC(=O)Nc1ccc(OS(=O)(=O)c2ccc(C(C)(C)C)cc2)cc1	-7	-56*	-1.0%	x	x	x	10	-22	x
O=[N+]([O-])c1ccc(-c2csc3[n+]2CCS3)cc1	1	4	1.2%	-9	-11%	-1%	2	1	1%
O=C1C(=O)N(CC2COc3ccccc3O2)c2ccccc21 (stereo not drawn)	2	8	1.5%	1	-1%	-3%	0	11	5%
CCOc1ccc(N2C(=O)CN(CC(=O)OC)C2=S)cc1	0	0	-1.2%	8	7%	-4%	0	-18	13%
CC(C)(C)N1CC(c2nc3ccccc3n2Cc2ccc(Cl)cc2)CC1=O (stereo not drawn)	2	5	-0.6%	-9	1%	-5%	3	-8	-12%
CCNC(=O)NC(=O)C(C)OC(=O)c1cccnc1SC (stereo not drawn)	x	x	x	-5	-5%	2%	x	x	-2%
CCCCN(C)CCNC(=O)c1cn(C)c(=O)c2c1c1ccccc1n2C	-1	3	-2.5%	3	u	-1%	0	10	-3%
COc1ccc(N2CCN(C(=O)c3csc4ccccc34)CC2)cc1	-8	18	3.4%	19	-18%	-3%	-1	-7	0%

This is a subset; rates above refer to the full screens.
